Screens from PubChem.
HTR2A ag: mouse HTR2A agonism via beta-arrestin recruitment. P35363. CHO-K1 mHTR2A beta-arrestin complementation, luminescence; percent of 30 µM serotonin response. activation, % at 7.6 µM. actives 0.66% (n = 360,000). AID 624169;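 active = activation above a run cutoff, the mean activation of all tested compounds plus 3 SD, cut at about 14% in these data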;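 note: 0% = plate median of compound wells and 100% = 30 µM serotonin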
Target sequence (P35363 whole entry, looked up): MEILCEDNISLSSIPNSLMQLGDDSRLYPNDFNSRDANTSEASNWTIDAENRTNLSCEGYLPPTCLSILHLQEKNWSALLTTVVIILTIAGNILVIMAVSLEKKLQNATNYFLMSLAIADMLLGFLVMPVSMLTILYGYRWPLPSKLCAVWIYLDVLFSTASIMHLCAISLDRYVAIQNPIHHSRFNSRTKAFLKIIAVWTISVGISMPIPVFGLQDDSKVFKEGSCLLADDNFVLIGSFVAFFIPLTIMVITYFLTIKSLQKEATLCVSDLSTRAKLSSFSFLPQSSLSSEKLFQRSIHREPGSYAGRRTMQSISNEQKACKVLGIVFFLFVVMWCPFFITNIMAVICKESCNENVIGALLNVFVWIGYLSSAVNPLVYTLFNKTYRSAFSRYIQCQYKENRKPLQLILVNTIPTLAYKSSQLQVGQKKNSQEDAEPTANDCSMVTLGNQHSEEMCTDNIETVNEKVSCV
MC4R barr agon: agonists of human melanocortin 4 receptor (MC4R) beta-arrestin; P32245; activation, % at 8.9 µM; actives 0.98% (n = 360,000); U2OS MC4R beta-arrestin complementation, luminescence; percent of melanotan II response, DMSO zero;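 active = activation above a per-plate cutoff, the mean activation of sample wells on that plate plus 3 SD, cut at about 8% in these data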
ABCB6 inh MLPCN: human ABCB6 transporter inhibition. K562-ABCB6 porphyrin accumulation, flow cytometry, 1 h; stronger effect = lower value. AID 602162. Q9NP58. actives 0.19% (n = 360,000). fluorescence ratio to DMSO, % at 10 µM;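 active = fluorescence ratio to DMSO below 75%, the collection mean minus 3 SD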;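 note: signal is porphyrin accumulated inside mitochondria; 100% equals median channel fluorescence of DMSO control wells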
ABHD5-PLIN5 inh: blocks binding of human ABHD5 to perilipin-5. AID 602281. Split G. princeps luciferase complementation, luminescence, 4 h. Q00G26+Q8WTS1. actives 0.78% (n = 360,000). inhibition, % at 4 µM;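 active = inhibition above the mean inhibition across every tested compound plus 3 SD, cut at about 22% in these data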;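 note: 0% = DMSO only wells and the 100% control is not disclosed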
CaV13 ICDI inh: Disruptors of the CACNA1D IQ motif to Ca2+-dependent inactivation inhibitor domain association, primary screening, Förster resonance energy transfer in intact living …; actives 0.098% (n = 340,000); inhibition, % at 12.3 µM; HEK cells, CFP/YFP FRET ICDI-IQ, plate reader, 10 min; percent FRET-ratio fall versus neutral wells;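 active = mean replicate inhibition of at least 30% and at least 1% of replicates passing that level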;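 note: 0% = median of the neutral control wells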
Exocytosis inh: blocks lytic granule exocytosis. TALL-104 LAMP-1 surface exposure, flow cytometry; cells stimulated with thapsigargin and PMA. inhibition, % at 10 µM. actives 0.66% (n = 360,000);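 active = inhibition above about 55%, limit read from the data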
N-glyco inh: blocks N-linked glycosylation in D54 reporter cells | D54 ERlucT glycosylation luciferase reporter, 24 h; percent of 100 nM tunicamycin response | reporter increase, % at 12.5 µM | actives 0.23% (n = 360,000);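 active = mean luciferase reporter signal, scaled so untreated is 0 and the glycosylation-blocking control 100, at or above a set limit in every replicate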;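 note: luciferase carries N-glycosylation sites so blocking glycosylation raises the light; 0% = median of neutral control wells and 100% = median of 100 nM tunicamycin wells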
Cardio protect: protects H9c2 cardiomyocytes from peroxide injury | H2O2 injury protection, ATPLite, 2 h | AID 588492 | actives 0.63% (n = 360,000) | protection from H2O2 cell death, % at 20 µM;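 active = compounds giving at least 50% protection of heart cells from peroxide-induced death in the single-dose screen, raw or plate-pattern-corrected value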;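 note: 0% = DMSO wells with peroxide and 100% = DMSO wells without peroxide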
PDI inh: inhibitors of human protein disulfide isomerase; PDI insulin aggregation turbidity, A650, 90 min; P07237; actives 0.052% (n = 350,000); inhibition, % at 10 µM;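 active = mean inhibition across replicates of 30% or more, whatever share of single replicates reach that level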;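 note: absorbance from insulin aggregation driven by PDI reduction with DTT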
Target sequence (P07237 whole entry, looked up): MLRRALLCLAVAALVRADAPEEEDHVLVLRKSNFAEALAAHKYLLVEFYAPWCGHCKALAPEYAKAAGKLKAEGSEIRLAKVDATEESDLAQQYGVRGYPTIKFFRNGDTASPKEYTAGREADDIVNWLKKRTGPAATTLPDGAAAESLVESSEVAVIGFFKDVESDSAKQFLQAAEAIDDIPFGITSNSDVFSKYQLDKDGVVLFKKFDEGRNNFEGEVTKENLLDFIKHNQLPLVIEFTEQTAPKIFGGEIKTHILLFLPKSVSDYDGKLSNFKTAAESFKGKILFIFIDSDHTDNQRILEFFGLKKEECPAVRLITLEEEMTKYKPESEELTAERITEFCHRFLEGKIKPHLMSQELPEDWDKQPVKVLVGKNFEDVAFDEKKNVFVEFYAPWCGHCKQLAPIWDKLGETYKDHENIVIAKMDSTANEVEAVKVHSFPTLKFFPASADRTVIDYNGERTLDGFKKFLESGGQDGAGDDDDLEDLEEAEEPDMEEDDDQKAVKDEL
MC4R antag cAMP: antagonists of human melanocortin 4 receptor (MC4R). MC4R-expressing cells, MTII-stimulated cAMP, LANCE TR-FRET. inhibition, % at 6.5 µM. actives 0.48% (n = 360,000);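 active = inhibition above its plate's cutoff, the mean of tested wells on that plate plus 3 SD, cut at about 29% in these data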;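 note: 0% = Melanotan II alone and 100% = Melanotan II plus saturating MCL0020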
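Assay system: U2OS-MC4R stable cell line; Also added: Melanotan II; Technique: Eu-cAMP/anti-cAMP TR-FRET, emission 671 nm; Times: 30-min compound, 1-h challenge, 1-h detection, room temperature.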
* hit, by the source's call; / = not tested or not shown.

SMILES	HTR2A ag	MC4R barr agon	ABCB6 inh MLPCN	ABHD5-PLIN5 inh	CaV13 ICDI inh	Exocytosis inh	N-glyco inh	Cardio protect	PDI inh	MC4R antag cAMP
OCCN(CCO)CC(O)COc1ccc2c(c1)OCO2 (centres undefined)	0.7	-0.4	93.0	-1.9	/	2.6	-1.6	1.1	-13.7	5.0
COc1ccccc1/C=C1/SC(=S)N(C(C)C(=O)NC2C=CS(=O)(=O)C2)C1=O (centres undefined)	0.4	-1.6	98.0	-1.7	-4.5	1.5	4.5	4.8	-1.5	-0.8
Cc1cc(C(=O)NCc2cccnc2)n(-c2ccccc2)n1	-2.6	-0.2	98.0	3.9	-4.3	0.5	1.6	9.6	-2.5	2.6
O=C(CCN1C(=O)COc2ccccc21)NCCN1CCc2ccccc2C1	0.8	-0.3	108.0	-7.8	-8.2	6.0	0.2	8.5	-0.7	19.7
Cc1cccc2cc(C3CC(c4ccco4)=NN3C(=O)CCC(=O)O)c(Cl)nc12 (centres undefined)	-0.7	-2.2	97.0	-0.3	-18.7	-0.5	2.7	7.5	6.0	2.9
COc1cccc2c1Oc1ncccc1N(C(=O)CCC(=O)NCc1ccccc1)C2	1.8	-0.9	104.0	3.5	-15.6	4.1	0.5	0.2	8.5	1.5
OCCc1c[nH]c2cc(F)ccc12	0.7	0.8	105.0	-4.3	-4.8	0.2	2.3	-4.9	1.3	14.1
O=CNc1cc(-c2ccsc2)cn2c(-c3ccccc3)cnc12	-5.0	32.2*	110.0	5.2	-9.5	70.6*	-0.8	-14.7	-3.6	-4.6
COc1ccc(C2SCC(=O)N2c2nnc(C34CC5CC(CC(C5)C3)C4)s2)cc1 (centres undefined)	3.8	-1.0	109.0	-3.9	-5.3	-1.6	-5.6	5.2	-8.5	1.4
CN(CC(=O)NC1CCN(Cc2ccccc2)CC1)S(=O)(=O)c1ccc(Cl)s1	-2.9	0.4	105.0	5.6	-4.7	-3.5	-3.4	-2.0	-2.3	10.1
CCOC(=O)C(Oc1ccc2c(-c3ccccc3)cc(=O)oc2c1)c1ccccc1 (centres undefined)	2.0	0.6	103.0	2.1	-2.7	-1.5	-6.4	-2.9	6.3	7.2
CCSc1ncc(/C=N/Nc2ccc([N+](=O)[O-])cc2)n1C	-6.3	7.3	100.0	2.3	-18.3	1.8	0.2	-7.1	3.5	-4.5
Cn1cc(CC(=O)Nc2cccc(C#N)c2)c2ccccc21	-1.4	-0.6	100.0	2.2	-3.4	-5.7	-1.5	21.9	2.7	9.8
COCCN(C(=O)c1ccco1)c1nc(-c2ccccc2)cs1	-2.3	1.2	97.0	-0.7	-0.9	-10.2	-2.3	-5.2	1.6	3.7
CC1CN(C(=O)COc2ccc3ccccc3c2)CC(C)O1 (centres undefined)	2.5	-1.7	97.0	5.6	-5.8	8.9	1.5	-4.0	-1.5	-2.1
CC(C)(C)OC(=O)N(CCc1ccccc1)Cc1ccccc1OCc1cccc(NC(=O)C2CCCC2)c1	-5.3	0.5	101.0	1.1	-5.4	-1.4	-8.3	-3.4	-10.8	12.4
Cc1ccc(NC(=O)Cn2cncc2-c2ccc([N+](=O)[O-])cc2)cc1C	-5.7	-0.9	104.0	-0.3	-5.4	0.1	4.9	1.2	-3.6	-1.5
CNS(=O)(=O)c1cccc(C(=O)OCC(=O)/C=C2/N(C)c3ccccc3C2(C)C)c1	-2.8	1.2	161.0	-3.4	/	5.4	-2.3	-15.0	-2.5	-0.2
CCCNC(=O)c1cc(C2CCCN(S(=O)(=O)c3ccccc3)C2)on1 (centres undefined)	-1.9	-1.4	95.0	-2.1	-16.5	-1.9	-0.8	-2.2	5.9	8.0
CCCNC(=O)CS(=O)Cc1nc(-c2cccc(OC)c2)oc1C (centres undefined)	-2.3	-2.2	96.0	-1.9	-2.5	4.2	0.7	4.9	/	-2.5

Full records as entered above:
Results for COCCN(C(=O)c1ccco1)c1nc(-c2ccccc2)cs1 = HTR2A ag: -2.3; MC4R barr agon: 1.2; ABCB6 inh MLPCN: 97.0; ABHD5-PLIN5 inh: -0.7; CaV13 ICDI inh: -0.9; Exocytosis inh: -10.2; N-glyco inh: -2.3; Cardio protect: -5.2; PDI inh: 1.6; MC4R antag cAMP: 3.7
Results for CCCNC(=O)CS(=O)Cc1nc(-c2cccc(OC)c2)oc1C (centres undefined) = HTR2A ag: -2.3; MC4R barr agon: -2.2; ABCB6 inh MLPCN: 96.0; ABHD5-PLIN5 inh: -1.9; CaV13 ICDI inh: -2.5; Exocytosis inh: 4.2; N-glyco inh: 0.7; Cardio protect: 4.9; PDI inh: /; MC4R antag cAMP: -2.5

Further structures follow.
SMILES	HTR2A ag	MC4R barr agon	ABCB6 inh MLPCN	ABHD5-PLIN5 inh	CaV13 ICDI inh	Exocytosis inh	N-glyco inh	Cardio protect	PDI inh	MC4R antag cAMP
COc1ccccc1N(C(=O)c1ccco1)C(C(=O)NC1CCCC1)c1ccncc1 (centres undefined)	-0.2	0.9	163.0	0.2	-3.0	5.3	3.1	1.0	-6.8	3.0
CCn1c(SCC(=O)Nc2cc(C)on2)nnc1-c1ccc(S(=O)(=O)N2CCCC2)cc1	0.5	-0.2	104.0	0.4	-3.8	-1.1	-0.5	-0.7	7.3	-1.4
CCOc1ccccc1NC(=O)N1CCC(n2nnc3cc(C)ccc32)CC1	-6.9	-0.8	97.0	-3.8	-4.7	-3.7	-0.4	2.7	-1.2	0.3
CN1CC(=O)N(CC(=O)Nc2ccc(N(C)C)cc2)c2ccccc2C1=O	1.5	-0.9	111.0	0.5	-5.9	-2.8	5.6	5.9	-9.1	0.1
O=C(CN1NS(=O)(=O)c2ccccc2C1=O)Nc1ccccc1OC(F)F	-1.0	-1.4	96.0	9.1	-5.7	1.0	-0.2	2.3	1.7	2.4
COc1ccc(NC(=O)CSc2nnc(-c3ccccn3)n2-c2ccccc2)cc1OC	1.9	-0.4	105.0	-7.3	-3.2	-2.7	-0.4	-1.6	-2.4	12.2
Cc1ccc(S(=O)(=O)n2c(C)nc3cc(C)ccc32)cc1	4.8	-1.3	98.0	-5.2	-4.6	-5.6	-2.8	2.7	8.0	2.5
CC1=C(C(=O)OCCC#N)C(c2cc3c(cc2Br)OCO3)NC(=O)N1 (centres undefined)	1.4	0.9	99.0	-1.8	-2.1	0.3	2.1	0.7	13.0	21.8
Clc1cccc(CNc2ccn3nc(-c4ccco4)cc3n2)c1	6.7	2.0	83.0	5.2	-6.2	4.1	-2.6	-2.5	-3.4	-2.3
Cc1cc(C(=O)N2CCN(c3ccccn3)CC2)c(C)o1	2.6	-1.1	98.0	1.7	-9.2	5.0	0.4	3.9	14.2	-0.7
Cc1ccc(-c2cn(CCN)c(-c3ccncc3)n2)cc1	0.0	-0.2	103.0	9.9	-5.1	-8.9	2.1	18.3	-6.3	7.0
Cn1c(SCc2nc3ccccc3c(=O)[nH]2)nc2ccccc21	2.3	-0.4	102.0	0.6	-4.8	-3.7	0.7	21.0	0.7	3.8
COc1ccc(-c2noc(CN3C(=O)c4ccccc4C3=O)n2)cc1	4.6	-0.8	96.0	0.1	-5.9	-1.5	2.2	-1.7	-5.8	6.5
O=[N+]([O-])c1ccc(OCCCCCN2CCOCC2)cc1	-3.9	-0.7	93.0	-3.6	-2.5	10.7	-1.8	-5.9	-22.1	3.9
Cc1sc(NC(=O)C2CSC3(C)CCC(=O)N23)nc1-c1ccc(F)cc1 (centres undefined)	2.2	-2.0	96.0	-8.1	/	-2.1	-2.2	14.1	-3.6	-1.1
Cc1cccc(NC(=O)CN2C(=O)CNC2=O)c1	0.2	-1.8	107.0	3.5	/	10.5	0.5	7.2	-4.1	-6.4
Cc1ccc(Cn2ccc(NC(=O)c3cc(-c4ccco4)on3)n2)cc1	-2.8	2.0	98.0	2.9	-7.8	-4.2	-0.1	-7.0	-2.4	20.4
Cc1ccc2c(Cl)c(C(=O)NCc3cccnc3)sc2c1	-0.6	-1.3	93.0	-0.7	/	3.3	-0.4	-3.1	6.0	1.8
CN(CC(=O)Nc1ccc(F)cc1)c1ccc(S(=O)(=O)N2CCCCC2)cc1[N+](=O)[O-]	-3.6	-2.2	98.0	-1.2	-17.4	4.5	-4.1	-9.0	-1.3	6.0
O=C(c1ccccc1/S(=N/S(=O)(=O)c1ccccc1)N1CCOCC1)N1CCOCC1 (centres undefined)	-2.0	2.3	95.0	1.0	-3.2	12.2	2.2	-2.0	-1.4	4.0
CC(=O)Nc1ccc(S(=O)(=O)NCc2nnnn2-c2ccc(F)cc2)cc1	-3.7	-1.3	96.0	13.1	-6.8	-4.2	2.7	1.6	-0.8	0.0
Cc1cccc(C(=O)NCC(=O)N2CCCCCCC2)c1	9.0	-0.8	102.0	-8.1	-1.6	3.4	-0.9	9.4	21.6	-0.9
O=C(CSc1cn[nH]n1)Nc1cccc(C(=O)O)c1	2.4	-1.9	99.0	-13.7	-2.6	-8.1	1.2	0.4	1.0	8.5
O=C1CCc2cc(NS(=O)(=O)c3ccc([N+](=O)[O-])cc3)cc3c2N1CCC3	-6.1	-4.1	102.0	-3.1	-5.8	0.5	1.1	-1.3	2.2	3.5
COc1ccc(C(=O)NCC(C)(C)N2CCOCC2)cc1S(=O)(=O)N1CCCC1	3.0	-2.4	101.0	0.1	-4.9	-3.5	-0.9	8.5	-1.6	-2.1
COc1ccc(Nc2nc(N)nc(CSC(=S)N3CCOCC3)n2)cc1	4.3	-2.1	93.0	0.2	-3.5	-1.0	1.1	-4.3	-3.7	4.4
Cc1[nH]nc(SCC(=O)N2CCC(C)CC2)c1[N+](=O)[O-]	-2.8	0.2	97.0	0.9	/	0.2	-0.3	2.0	5.3	-4.8
CN1CCN(C(=O)C2C3C=CC(C3)C2C(=O)O)CC1 (centres undefined)	-0.3	-0.7	108.0	1.9	/	-0.8	1.7	3.4	-1.6	9.8
COCCn1c(SCC(=O)N2CCC(C)CC2)nc2c([nH]c3ccccc32)c1=O	-1.1	-1.0	97.0	3.5	-6.2	0.5	4.0	11.3	-5.0	-9.6
O=C1COc2ccc(C(=O)COc3ccc([N+](=O)[O-])cc3)cc2N1	-3.8	0.3	98.0	1.3	-8.3	-6.3	0.7	5.2	-4.1	9.0
COc1cc2c3nnc(-c4ccc(F)cc4)c-3cn(Cc3ccccc3F)c2cc1OC	10.3	11.8*	203.0	13.6	-61.5	-1.3	-16.6	-8.9	-5.0	2.2
COc1ccc(-c2c(NC(=O)CC(C)C)n(C)c3ccccc3c2=O)cc1OC	8.2	0.3	96.0	10.6	-4.2	-5.5	1.0	-1.4	2.3	14.8
COC(=O)c1ccc(NCN2C(=O)C3C4CCC(C4)C3C2=O)cc1 (centres undefined)	-4.0	-1.2	103.0	-0.5	3.7	-12.0	2.2	2.9	-10.0	-7.8
Cc1ccc(S(=O)(=O)NCCC(=O)Nc2ccc(C)cc2C(=O)c2ccccc2)cc1	-3.0	-0.8	96.0	-8.3	-3.0	0.9	-0.7	-4.7	-10.0	10.1
O=[N+]([O-])/C(=C\Nc1ccc(F)cc1F)S(=O)(=O)c1ccccc1	5.3	-0.7	97.0	3.7	-19.0	0.2	-1.1	-5.0	-1.8	23.2
COc1ccc(Nc2oc(-c3cccs3)nc2C#N)cc1	-4.5	-0.1	96.0	-1.6	-0.4	-4.8	-2.3	-11.5	4.0	-1.5
